NRP1-CendR mod: alters CendR peptide binding to human NRP-1; O14786; FAM-RPARPAR peptide binding to NRP-1, fluorescence polarization; inhibition, % at 25 µM; 360,000 tested, 0.85% active;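 active = inhibition or corrected inhibition above about 18%, plus a signal ratio from 0.5 to 1.5, limit read from the data, passing the limit was not always enough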; note: strong numbers were not always called active
Rin1-Abl PPI inh: inhibitors of human Rin1-Abl protein interaction; inhibition, % at 7.35 µM; TR-FRET Rin1/Abl binding, biochemical; 360,000 tested, 0.4% active; in the data active = inhibition above about 5%, passing the limit was not always enough
SKN-1 block: C. elegans SKN-1 inhibition; C. elegans VP596 Pgst-4::GFP/RFP ratio, acrylamide-induced, 24 h; inhibition, % at 21.8 µM; 360,000 tested, 0.49% active;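 active = interference check ratio from 0.5 to 1.5 plus GFP to RFP signal ratio inhibition reaching or exceeding a fixed threshold, cut at about 30% in these data, passing the limit was not always enough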; note: some compounds called inactive have numbers as strong as hits
Neddylation inh: inhibitors of human cullin neddylation. 360,000 tested, 0.58% active. AID 651699. TR-FRET cullin neddylation, biochemical. calls only at 25 µM; in the data active = inhibition above about 36%
MsrA inhibitor: bovine MsrA inhibition | 360,000 tested, 0.75% active | inhibition, % at 15.5 µM | purified bovine MsrA, absorbance read-out; in the data active = inhibition above about 4.5%;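 note: 0% = vehicle wells with enzyme and 100% = reference inhibitor wells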
bovine MsrA act: activates bovine MsrA enzyme; AID 602163; purified bovine MsrA, absorbance read-out; 360,000 tested, 0.3% active; activation, % at 10.6 µM; in the data active = activation above about 7.5%;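 note: 0% = vehicle and 100% = reference activator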
MT1-MMP act inh: MT1-MMP (human) activation inhibition; P50281; HT1080 RFP-PRO-GFP cells, GFP/RFP ratio fluorescence, overnight; percent of plate control window, DMSO zero; GFP/RFP ratio change, % at 20 µM; 360,000 tested, 0.061% active;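 active = GFP/RFP ratio change of at least 30% with cell ATP level not reduced by more than half and red fluorescence within 50% of control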; note: strong numbers were not always called active
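Compound: 20 µM single dose, 1% DMSO / System: HT1080 RFP-PRO-GFP cells / Controls: DMSO and RFP-L50D-GFP cell wells / Read-out basis: GFP/RFP fluorescence ratio / Schedule: overnight compound exposure at 37 °C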
FAS TE block: blocks the thioesterase domain of human fatty acid synthase; recombinant FAS-TE, OMFH fluorogenic substrate, fluorescence endpoint; inhibition, % at 15 µM; 360,000 tested, 0.67% active; AID 602261;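 active = compounds whose normalised, plate-corrected inhibition of enzyme fluorescence in the single-dose primary screen is 50% or more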;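 note: 0% = DMSO with enzyme and 100% = substrate without enzyme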
eLon inh: inhibits E. coli Lon protease | purified E. coli Lon protease, fluorescence polarization | inhibition, % at 7.94 µM | 360,000 tested, 0.42% active | AID 602123; in the data active = inhibition above about 13%, passing the limit was not always enough;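 note: 0% = enzyme with probe and DMSO and 100% = no enzyme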
* = called active by the depositor; i = inactive; . = no result given. Rows are unselected; about 4.2% have a hit in one of these screens.

SMILES | NRP1-CendR mod | Rin1-Abl PPI inh | SKN-1 block | Neddylation inh | MsrA inhibitor | bovine MsrA act | MT1-MMP act inh | FAS TE block | eLon inh
CC(NC(=S)NC1CCCCC1)C(c1ccccc1)N1CCOCC1 (centres undefined) | -1 | 2 | -2 | i | 1.4 | -10 | 7 | -6 | -8
Cc1ccc(-c2csc3ncn(CC(=O)O)c(=O)c23)cc1C | 11 | -1 | 6 | i | 0.2 | 1 | 1 | -2 | 3
CN(C)CCN(Cc1ccccc1)C(=O)[C@H](Cc1ccccc1)N1C(=O)c2ccccc2C1=O | 5 | 4 | 3 | i | -0.4 | -3 | -2 | 0 | 4
COc1cc2cc(CN(CCN3CCCC3)C(=O)Nc3ccccc3Cl)c(=O)[nH]c2cc1OC | -35 | 1 | -5 | i | 2.2 | -4 | -1 | -14 | -13
C/C(=N/NC(=O)c1ccco1)c1cccc(NC(=O)c2ccc(C)s2)c1 | -4 | 0 | 11 | i | 1.1 | -4 | 1 | -8 | 2
CCC1(C)Cc2c(sc3nc(SC)n(Cc4ccccc4)c(=O)c23)CO1 (centres undefined) | 9 | -4 | 5 | i | 1.3 | 2 | 3 | 9 | -4
CCOC(=O)c1cnc2c(c(C)nn2C)c1Oc1ccc(Cl)cc1 | 1 | 6 | 8 | i | -0.2 | 2 | -7 | 21 | 3
CC1CCCC(NC(=O)C2CCN(S(=O)(=O)N3CCOCC3)CC2)C1C (centres undefined) | -3 | 3 | -2 | i | 3.4 | -3 | 2 | -4 | -7
C/C(=N\NC(=O)C1CC1)c1cccnc1 | 14 | -3 | 6 | i | 0.0 | 3 | 3 | -10 | -2
O=S(=O)(O)c1nc2ccccc2n1Cc1ccc(Cl)cc1 | -7 | 1 | -4 | i | -0.5 | -3 | -9 | -1 | 2
CC(C)c1ccc(C2N3CC4([N+](=O)[O-])CN2CC([N+](=O)[O-])(C3)C4(C)C)cc1 (centres undefined) | 1 | 0 | 7 | i | -0.7 | -2 | -1 | -3 | -5
CCN1CCN(C(=O)CN(Cc2ccccc2)S(C)(=O)=O)CC1 | -1 | -2 | -6 | i | 0.3 | -5 | 1 | -11 | 1
Cc1nc(SCc2ccccc2F)c2oc3ccccc3c2n1 | -6 | -6 | 18 | i | -0.8 | -4 | 3 | 25 | 8
COc1ccc(CNC(=O)C2=CC(c3ccc(OC)c(OC)c3)=NS(=O)(=O)N2C)cc1 | -5 | -2 | -2 | i | 1.8 | -1 | -5 | 10 | 0
CCCCC(=O)N(c1ccc(C(=O)O)cc1)c1nc(-c2ccc(Cl)cc2)c(CC)s1 | 2 | 0 | 9 | i | 0.7 | 0 | 13 | 12 | 4
COc1cccc(NC(=O)c2ccccc2Oc2ccccc2)c1 | -4 | -1 | -13 | i | 0.3 | -2 | 1 | 20 | 5
CC(CNC(=O)c1cc(COc2c(F)cccc2F)on1)c1ccccc1 (centres undefined) | 0 | 5 | 6 | i | -0.7 | -2 | -4 | 19 | -9
CCCCCC1=NN2C(=O)CC(=O)N=C2S1 | 1 | -1 | 7 | i | 0.5 | -1 | -3 | -5 | 10
CCC(=O)N1CCc2cc(S(=O)(=O)CCC(=O)Nc3ccc(OC)cc3)ccc21 | 3 | 2 | 6 | i | 0.3 | -2 | 4 | -3 | 8
COc1cccc(CNC(=O)CSc2nc(=O)n(Cc3ccncc3)c3c2CCC3)c1 | 1 | 6 | -3 | i | 0.1 | -4 | -1 | -10 | 2
CC(C)(Oc1ccc(Cl)cc1)C(=O)O/N=C(\N)c1ccncc1 | 11 | 1 | 20 | i | 1.6 | -10 | 2 | 2 | 2
O=C(Cn1nc(-c2ccccc2Cl)ccc1=O)Nc1ccc(Br)cc1 | -10 | -4 | 4 | i | -0.3 | -1 | 1 | -3 | -1
COc1ccc(NC(=O)CNC(=O)Cc2cccc3ccccc23)c(OC)c1 | -21 | -1 | 7 | i | 0.9 | 0 | -5 | -7 | -8
COc1cc(/C=C/C(=O)N2CCCc3ccccc32)cc(OC)c1OC | -7 | 0 | 9 | i | -0.4 | -3 | 6 | -5 | -18
O=C(Cc1ccccc1)c1ccc(Cl)cc1 | 6 | -3 | -1 | i | -0.2 | -4 | 2 | 6 | 2
Cc1c(C)n(Cc2ccccc2)c2ccc(C(=O)OCCCN(C)C)cc12 | 2 | 3 | 12 | i | 0.8 | -2 | -8 | -1 | 9
Cc1ccccc1-c1nnn(Cc2cccc(S(=O)(=O)N3CCOCC3)c2)n1 | -8 | 0 | -8 | i | -1.4 | -3 | 0 | 19 | 5
CCCCCNC(=O)CCCCn1c(=O)[nH]c2cc(OCC)c(OCC)cc2c1=O | 6 | 1 | 26 | i | -0.9 | -2 | 1 | -13 | -2
COc1cccc(N2C(=O)[C@H]3C(C(=O)c4cnccn4)=NN[C@H]3C2=O)c1 | -6 | 0 | 14 | i | 1.7 | -1 | -3 | -3 | 3
CCOC(=O)[C@H]1[C@H]2COc3ccc(Cl)cc3[C@@H]2N2C(=O)CN(Cc3ccc(C)cc3)C(=O)[C@@]12C | -4 | 4 | 15 | i | -1.5 | 0 | -1 | 19 | -6
CCCn1c(N)c(N(CCOC)C(=O)Cc2ccc(S(=O)(=O)N3CCOCC3)s2)c(=O)[nH]c1=O | -11 | -2 | 0 | i | -0.1 | -4 | 0 | -7 | -1
O=C(c1sc2ccccc2c1Cl)N(Cc1ccccc1)C1CCS(=O)(=O)C1 (centres undefined) | -3 | -2 | 4 | i | -0.4 | -10 | -2 | 8 | 0
O=C(c1cc(COc2ccc(F)cc2F)on1)N1CCSCC1 | 2 | 1 | 17 | i | -0.3 | -5 | 1 | 4 | -2
CCN1CCN(C(CNS(=O)(=O)c2ccc(C)cc2)c2cccnc2)CC1 (centres undefined) | 4 | -2 | 3 | i | -0.5 | -8 | -3 | -3 | 5
O=C(NNC(=O)c1ccccc1C(F)(F)F)c1csc(N2CCOCC2)n1 | 5 | 1 | 1 | i | -0.5 | -2 | -1 | 1 | -4
COc1cc(C=C2CN(C)C(=O)C2=O)ccc1O | -33 | -10 | -2 | i | -1.4 | -1 | 1 | -6 | -51
Cc1cnc(C(=O)OCC(=O)Nc2cc(S(=O)(=O)N3CCOCC3)ccc2Cl)cn1 | 10 | 0 | 3 | i | 1.4 | -2 | 2 | -10 | -5
COc1ccc(CCN(C)C(=O)CNC(=O)c2ccccc2F)cc1OC | -4 | 1 | 1 | i | -0.4 | 0 | 1 | -4 | -5
CCOc1ccc2nc(NCCO)[nH]c2c1 | -11 | -3 | -17 | i | -0.4 | -3 | 5 | -6 | 7
CC(=O)N/C(=C\c1ccccc1)C(=O)OC(C)C(=O)c1ccccc1 (centres undefined) | 0 | -4 | -2 | i | -0.5 | -3 | -1 | -2 | -4
COc1ccccc1NS(=O)(=O)c1ccc(C(=O)NCC2(N(C)C)CCCCC2)cc1 | 11 | -1 | 5 | i | -0.4 | -2 | -3 | -1 | -4
C[C@@H]1CN([C@@H](C)CO)C(=O)CCCn2nncc2CO[C@H]1CN(C)C(=O)Nc1ccccc1F | 5 | 1 | -1 | i | -0.3 | -4 | 1 | -8 | -10
CC(OC(=O)CN1C(=O)c2ccccc2C1=O)C(=O)NC1CCCC1 (centres undefined) | -2 | -1 | 9 | i | -0.7 | 0 | 3 | -7 | 0
NCCc1nnc(SCC(=O)Nc2cccc(Cl)c2)o1 | 5 | 0 | -6 | i | 0.5 | -2 | 3 | -7 | 0
CCCCN(C)c1c(N2CCC(C(=O)OCC)CC2)c(=O)c1=O | 2 | -2 | -13 | i | 2.2 | 2 | 8 | -1 | -2
CCOc1cccc(C2NC(=S)NC(C)=C2C(=O)Nc2ccccc2)c1 (centres undefined) | -8 | 1 | 9 | i | 0.9 | -2 | 0 | -12 | 7
O=C(NCc1ccc(F)cc1)c1cc(C2CCCCN2C(=O)c2ccc(Cl)cc2)on1 (centres undefined) | 2 | 4 | -15 | i | 0.4 | -2 | -2 | 17 | -4
COC(=O)c1scc(C)c1N/N=C(\C)c1ccc(F)cc1F | -10 | -3 | -3 | i | 0.5 | -1 | 1 | 21 | 5
Cc1nc(-c2cccc(Cl)c2)n[nH]1 | 0 | 0 | 3 | i | 0.2 | -1 | 2 | -6 | 1
Cc1cc([N+](=O)[O-])ccc1NC(=O)Cc1ccc(F)cc1 | 0 | 1 | 8 | i | 0.5 | 1 | 5 | 3 | -10

(next part)
SMILES | NRP1-CendR mod | Rin1-Abl PPI inh | SKN-1 block | Neddylation inh | MsrA inhibitor | bovine MsrA act | MT1-MMP act inh | FAS TE block | eLon inh
O=C(COC(=O)c1ccc(O)cc1)Nc1ccc2[nH]c(=O)[nH]c2c1 | 3 | 3 | -10 | i | 1.0 | -3 | -1 | -4 | -12
Cn1c(=O)c(C(=O)NC2CCCCCC2)c(O)c2ccccc21 | 2 | -2 | -2 | i | -1.9 | -2 | 2 | 8 | -3
O=C(NCc1ccco1)c1ccc2ccccc2c1 | 0 | 1 | 9 | i | -0.1 | -1 | 6 | -4 | -2
Cc1cccc(N(CC(=O)N2CCOCC2)S(C)(=O)=O)c1C | 5 | 0 | 5 | i | -1.4 | 3 | 1 | -10 | 0
COc1ccccc1CC(=O)Nc1cc(C)ccn1 | 12 | -1 | 16 | i | -0.8 | -1 | 0 | -6 | -9
CC(=O)N1CCC(C(=O)Nc2ccc(S(=O)(=O)N3CCC(C)CC3)cc2)CC1 | 15 | 1 | 2 | i | 1.7 | -2 | -2 | -1 | -1
COc1ccc(C(O)c2nc(-c3ccccc3OC)cs2)cc1 (centres undefined) | -5 | -2 | 10 | i | -0.8 | -2 | 4 | 4 | -9
COc1ccc(CNS(=O)(=O)c2ccc(S(=O)(=O)NC3CC3)cc2)cc1 | -10 | 5 | 4 | i | 0.6 | 0 | 3 | -5 | 2
COc1cc(CNC(=O)c2cc(-c3ccc(OC)cc3C)n[nH]2)cc(OC)c1 | -2 | 0 | 19 | i | -1.2 | -2 | 1 | 1 | -17
CC(=O)Nc1ccc(N/C=C(\C=O)c2nc3ccccc3o2)cc1 | -3 | 6 | -2 | . | -0.1 | -9 | -3 | -1 | -4
CCOC(=O)c1sc(N=NC2=C(O)CCCC2=O)c(C(=O)OCC)c1C | 5 | 2 | 17 | i | 0.2 | -2 | 8 | 5 | -16
COc1ccc(NS(=O)(=O)c2cc(NC(=O)[C@@H](NC(=O)c3ccccc3)C(C)C)ccc2C)cc1 | 12 | 4 | 6 | i | 0.6 | -1 | -3 | 10 | -2
CCCCCCCCN1C(=O)[C@H](CC(=O)N2CCCC2)C[C@@]2(C(=O)OC)CCCCC=C12 | 0 | . | 1 | i | 0.1 | 1 | -9 | 3 | -3
Cc1ccc(C)c(NS(=O)(=O)c2ccc3c(c2)Cc2cc(S(=O)(=O)Nc4cc(C)ccc4C)ccc2-3)c1 | 7 | -1 | -7 | i | 2.9 | 3 | 1 | 0 | -5

A draw from above in order of heavy-atom count, low to high:
SMILES | NRP1-CendR mod | Rin1-Abl PPI inh | SKN-1 block | Neddylation inh | MsrA inhibitor | bovine MsrA act | MT1-MMP act inh | FAS TE block | eLon inh
O=C(NCc1ccco1)c1ccc2ccccc2c1 | 0 | 1 | 9 | i | -0.1 | -1 | 6 | -4 | -2
CCOC(=O)c1sc(N=NC2=C(O)CCCC2=O)c(C(=O)OCC)c1C | 5 | 2 | 17 | i | 0.2 | -2 | 8 | 5 | -16
COc1cc(CNC(=O)c2cc(-c3ccc(OC)cc3C)n[nH]2)cc(OC)c1 | -2 | 0 | 19 | i | -1.2 | -2 | 1 | 1 | -17
CCCCCCCCN1C(=O)[C@H](CC(=O)N2CCCC2)C[C@@]2(C(=O)OC)CCCCC=C12 | 0 | . | 1 | i | 0.1 | 1 | -9 | 3 | -3

Screens deposited in PubChem by several laboratories.
